Screening results from PubChem BioAssay.
FBW7 act: activators of human E3 ligase FBW7; Q969H0; AID 1259310; normalized activity (activation), % at 26.1 µM; 650,000 compounds, 0.13% hits; AlphaScreen FBW7–phospho-cyclin E peptide binding, activator screen; in the data active = normalized activity above about 1.9%;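 note: purified mutant Fbw7 with reduced substrate affinity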
Target sequence (Q969H0 whole entry, looked up): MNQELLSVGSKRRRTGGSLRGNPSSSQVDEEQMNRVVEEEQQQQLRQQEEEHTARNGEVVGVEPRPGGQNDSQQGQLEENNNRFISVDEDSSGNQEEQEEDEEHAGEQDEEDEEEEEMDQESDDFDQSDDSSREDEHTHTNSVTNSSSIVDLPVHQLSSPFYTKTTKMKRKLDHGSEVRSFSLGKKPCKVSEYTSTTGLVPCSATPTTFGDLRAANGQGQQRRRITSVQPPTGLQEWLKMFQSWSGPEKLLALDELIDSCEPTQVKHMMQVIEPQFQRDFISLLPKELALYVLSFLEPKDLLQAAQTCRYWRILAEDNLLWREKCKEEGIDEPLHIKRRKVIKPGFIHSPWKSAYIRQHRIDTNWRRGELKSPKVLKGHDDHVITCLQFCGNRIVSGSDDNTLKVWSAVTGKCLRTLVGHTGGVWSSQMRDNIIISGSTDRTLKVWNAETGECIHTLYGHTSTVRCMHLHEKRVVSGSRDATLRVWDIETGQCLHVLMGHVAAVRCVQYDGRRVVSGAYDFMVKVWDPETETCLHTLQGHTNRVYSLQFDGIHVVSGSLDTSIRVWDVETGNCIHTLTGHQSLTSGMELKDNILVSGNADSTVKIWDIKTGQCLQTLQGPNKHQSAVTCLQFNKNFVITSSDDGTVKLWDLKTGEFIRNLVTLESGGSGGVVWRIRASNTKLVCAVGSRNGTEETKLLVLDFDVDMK
MITF primary: inhibitors of human MITF; AlphaScreen MITF homodimerization, bead proximity signal; O75030; 650,000 compounds, 0.91% hits; inhibition, % at 2.6 µM; in the data active = inhibition above about 50%;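 note: 0% = vehicle wells with protein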
TEAD-YAP block: TEAD-YAP interaction inhibition | 640,000 compounds, 1.4% hits | inhibition, % at 9.12 µM | HEK-TIYL cells, TEAD-Gal4/YAP UAS-luciferase luminescence; in the data active = inhibition above about 32%;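 note: 0% = median of test compound wells and 100% = reference inhibitor wells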
GPR151 ag: activators of human GPR151; Q8TDV0; PathHunter beta-arrestin GPR151 cells, luminescence; activation, % at 11.2 µM; 650,000 compounds, 1% hits; AID 1508602; in the data active = activation above about 4.9%;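 note: 0% = median of compound wells and 100% = cells with positive control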
The depositor's hits bear a star; / = no result given; & = joins results of further samples.

Each structure is followed by: FBW7 act | MITF primary | TEAD-YAP block | GPR151 ag
O=C1N[C@H](Cc2ccc(O)cc2)C(=O)N2CCN(C(=O)c3cccs3)C[C@H]12
→ 0.1 | 10 | 4 | 2.9
O=C1CC(c2ccccc2C(F)(F)F)c2ccccc2N1 (stereo not drawn)
→ 0.1 | 17 | -8 | -0.9
CCc1ccc(NC(=O)CN2C(=O)NC(c3ccccc3)(c3ccccc3)C2=O)cc1
→ 0.3 | 8 | -1 | 0.7
CN(Cc1ccc(F)cc1)C(=S)NCc1ccco1
→ 0.1 | 13 | 7 | 0.5
Oc1ccc(CCNc2ncnc3nc(-c4ccccc4)[nH]c23)cc1
→ 0.1 | 9 | 21 | -0.7
FC(F)(F)c1cnc2c(c1)Nc1ccccc1S2
→ 0.8 | 14 | -3 | -1.5
CCOC(=O)C1=C(C)NC(=O)NC1c1cc(OC)c(O)cc1Cl (stereo not drawn)
→ -0.2 | -2 | 0 | -1.2
COc1ccc(OC)c(/C=C2\C(=O)N(c3ccc(C(=O)O)cc3)N=C2C)c1
→ -0.1 | -2 | 8 | -1.3
Cc1ccccc1OCC(=O)Nc1ccc(-c2nc3cc(Cl)cc(Cl)c3o2)cc1
→ 0.5 | 19 | -2 | -0.1
CCc1cccc(C)c1NC(=O)CNS(=O)(=O)c1ccc(C)cc1
→ -0.3 | -5 | -5 | 3.8
CC1CCCC(C)N1C(=O)Cn1nc2c3ccccc3nc(C3CC3)n2c1=O (stereo not drawn)
→ 0.0 | -12 | 11 | -1.5
COc1ccccc1NC(=O)C1CC(=O)N(CCc2ccccc2)C(=Nc2ccccc2)S1 (stereo not drawn)
→ -0.1 | 2 | -8 | 1.4
O=C(CSCc1ccccc1)Nc1ccc(-c2cn3cccnc3n2)cc1
→ 0.3 | 9 | -14 | -1.2
NC(=O)C1(N2CCCCC2)CCN(Cc2nc(-c3ccccn3)no2)CC1
→ -0.1 | 2 | -6 | 1.0
CCCc1cc(=O)oc2c(C)c(OC(C)C(=O)OC)ccc12 (stereo not drawn)
→ 0.4 | -8 | -6 | 0.2
COC(=O)c1cc(-c2ccccc2C(F)(F)F)no1
→ 0.1 | -8 | 0 | 1.2
CC(=O)Nc1ccc(Nc2cc(C#N)c(C#N)cc2[N+](=O)[O-])cc1
→ -0.2 | -8 | -4 | -1.1
Nc1ncc(-c2cccc3ncccc23)nc1Nc1ccc2[nH]ccc2c1
→ -0.1 | -5 | -2 | -0.3
O=C(Nc1ccc(S(=O)(=O)Nc2nccs2)cc1)c1ccc([N+](=O)[O-])o1
→ 0.0 | -3 | 8 | 1.0
COc1ccc(N2CCN(C(=O)CN(c3cccc(C)c3C)S(C)(=O)=O)CC2)cc1
→ -0.2 | 7 | 7 | 0.4
Cc1ccc(CN(Cc2ccco2)C(=S)NCC(=O)N2CCOCC2)cc1
→ -0.3 | -3 | 1 | -0.1
COc1cccc(N2C[C@@H]3C[C@@H](c4ccc(CO)o4)N4CCC[C@@]34C2=O)c1
→ 0.6 | 7 | -14 | -0.7
COc1cc(NC(=O)c2sc3nc(N)c(C#N)cc3c2N)cc(OC)c1OC
→ -0.5 | 29 | -11 | 1.2
COc1ccc(C2=N/C(=C\c3ccc(SC)cc3)C(=O)O2)c(Cl)c1
→ 0.4 | 7 | 5 | 0.4
Cc1ncc2c(c1CNS(=O)(=O)N(C)C)CCN(C(=O)/C=C/c1ccccc1Cl)C2
→ 0.1 | 18 | -7 | 1.8
COC(=O)N1C(=O)O[C@H]2CSC[C@H]21
→ -0.2 | 0 | -7 | 0.4
Cn1c(SCC(=O)N2CCC(Cc3ccccc3)CC2)nnc1-c1c[nH]c2ccccc12
→ 0.1 | 34 | 2 | -0.9
O=c1[nH]c2nc(-c3cccc(CO)c3)cnc2n1Cc1cccnc1
→ 0.1 | -4 | -8 | -0.7
CSc1ccc(CN2CCC(O)CC2)cc1
→ 0.0 | 9 | 0 | -0.3
c1ccc2c(CN3CCN(C4C5CC6CC(C5)CC4C6)CC3)c[nH]c2c1 (stereo not drawn)
→ -0.1 | 65* | 2 | 0.4
CCc1ccc(CN(C)C(=O)CC2(c3ccccc3F)CC(=O)N(CCOC)C2=O)cc1 (stereo not drawn)
→ -0.1 | 6 | 2 | -0.2
COc1ccccc1C(NC(=O)N(C(C)C)C(C)C)c1nccn1C (stereo not drawn)
→ -0.7 | 9 | 2 | -0.7
CC(C)N(CCNC(=O)c1ccc2nc(Nc3ccc(-n4ccnc4)cc3)sc2c1)C(C)C
→ -0.1 | 9 | -14 | -2.2
CCCCC(=O)Nc1ccc(-c2nc3ccc(C)cc3s2)cc1
→ 0.0 | 8 | -28 | -1.3
COc1cccc(-n2ccnc2SCC(=O)O)c1
→ 0.0 | -2 | 4 | -1.5
COCCNC(=O)C1CC(=O)N(CCc2ccccc2)C1 (stereo not drawn)
→ 0.1 | -1 | 3 | 0.7
O=C(CN1CCN(S(=O)(=O)c2cccc([N+](=O)[O-])c2)CC1)c1ccc(F)cc1
→ 0.2 | 12 | -1 | -1.3
COc1cc(S(=O)(=O)Nc2ccccn2)c(Cl)cc1Cl
→ 0.1 | 11 | 7 | 4.2
COc1cc(C(=O)Nc2ccc(NC(=O)C(C)C)nc2)cc(OC)c1OC
→ 0.0 | -3 | 7 | 0.2
O=C(O)CCN1CCCc2ccccc21
→ 0.0 | 3 | 2 | 2.1
O=C(CN1CCSCC1)N/N=C/c1ccc(F)cc1F
→ 0.1 | 1 | -15 | -2.0
CC(C)(C)NCCCCOc1ccccc1F
→ 0.1 | 18 | 9 | -0.3
COc1cccc(CCNC(=O)C2CC23CCN(C(=O)CCSC)CC3)c1 (stereo not drawn)
→ 0.1 | 2 | -7 | 3.2
Cc1ccc(-n2c(=S)sc3c(=O)n(-c4ccccc4)c(SCC(=O)Nc4nccs4)nc32)c(C)c1
→ 0.0 | -3 | -11 | 1.3
COCCn1c(SCC(=O)Nc2ccccc2F)nnc1-c1c[nH]c2ccccc12
→ -0.1 | -1 | 4 | 0.0
CC(=O)c1ccc(NC(=O)CSc2ncnc3c2cnn3-c2cccc(Cl)c2)cc1
→ 0.3 | 3 | 1 | -1.7
O=C(Nc1cccc(Br)c1)C1CCC1
→ 0.1 | 6 | -7 | 0.9
Cc1ccc(CC2SC(=O)NC2=O)o1 (stereo not drawn)
→ 0.0 | 16 | 1 | 1.4
Cc1ccc(I)cc1S(=O)(=O)n1nnc2ccccc21
→ 0.0 | 4 | 2 | -0.7
O=C(COc1ccccc1Br)N1CCN(C(=O)c2ccco2)CC1
→ -0.1 | 0 | 3 | -0.8
CCOC(=O)CN(C)C(=O)CC1(c2cccc(C(F)(F)F)c2)CC(=O)N(C2CC2)C1=O (stereo not drawn)
→ 0.1 | -2 | -10 | 0.5
CC(=O)OC1CC(C)(C)N(OC(C)=O)C(C)(C)C1
→ 1.0 | -9 | 10 | -1.9
O=C(Oc1c(/C=N/N2CCOCC2)sc2ccccc12)c1ccccc1
→ -0.2 | -7 | -16 | -1.8
CC(CCc1ccc(O)cc1)NCCc1ccc(O)c(O)c1 (stereo not drawn)
→ -0.3&-0.1&1.1 | -6&-9&0 | 2 | -1.9&1.6&0.9
CC(=O)c1ccc(-c2nnc(CCC(=O)N(C)Cc3cccc4cnccc34)o2)s1
→ -0.1 | 11 | 14 | 1.0
COc1cccc(CNCc2ccncc2)c1
→ -0.2 | 2 | 6 | -0.8
Cc1ccc(C)c(N2CCN(Cc3nnnn3C(C)C)CC2)c1
→ 0.0 | -4 | 14 | 0.4
Cc1c(Cl)cccc1NC(=O)C1CC2CCCN2C12C(=O)Nc1ccccc12 (stereo not drawn)
→ -0.1 | 11 | 4 | 1.7
Cc1cc(C2C(C#N)=C(N)N(c3cccc(Cl)c3)C3=C2C(=O)CC(C)(C)C3)c(C)s1 (stereo not drawn)
→ 0.2 | 2 | -7 | 0.1
CCNc1cc(N2CCN(S(=O)(=O)c3ccc(F)cc3)CC2)ccc1[N+](=O)[O-]
→ -0.3 | 9 | 13 | -0.6

(listing goes on)
molecule | FBW7 act | MITF primary | TEAD-YAP block | GPR151 ag
O=C(Nc1ccc(-c2noc(-c3cccs3)n2)cc1)c1cccs1 | 0.1 | -7 | -70 | -1.2
CCC(CO)NCCNC(CC)CO (stereo not drawn) | 0.4 | 20 | / | -2.2&0.5
C=CCOc1c(Cl)cc(/C=C2/C(=O)ON=C2C)cc1OC | 0.2 | 31 | 2 | -0.6
CCCOC(=O)Nc1cc(OC)c(Cl)cc1OC | 0.1 | 6 | -3 | -0.2
COc1cc(C2NCCc3c2[nH]c2ccccc32)ccc1O (stereo not drawn) | 0.2 | -15 | -13 | -0.3
Cc1cccc(OCCCCNC(C)(C)C)c1C | 0.0 | 0 | 0 | 2.2
CCOc1ccc(OCC)c(NC(=O)CCS(=O)(=O)c2ccc3nc(C)sc3c2)c1 | 0.4 | 4 | 6 | -0.1
O=C(O)CNC(=O)/C(=C\c1ccccc1)NC(=O)c1ccco1 | -0.1 | 8 | 4 | -1.1
Cc1ccc2nc(C)c(C(=O)NCCc3ccccn3)n2c1 | 0.3 | -2 | -12 | 0.3
CN(C)c1ccc(C(=O)N=c2sc3c4ccccc4ccc3n2C)cc1 | 0.0 | -10 | 3 | 1.6
CC(C)Cn1c(N)c(C(=O)COC(=O)c2c(F)cccc2F)c(=O)n(C)c1=O | 0.1 | 9 | -1 | -1.6
O=C(NC1CC1)C1CCN(C2CCN(Cc3cccc(-n4cccn4)c3)CC2)CC1 | 0.1 | 4 | -6 | 1.6
CCOC(=O)c1ncn(Cc2ccccc2)c1N | -0.2 | -3 | -3 | -0.7
OCCn1c(-c2cccs2)cn2c3ccccc3nc12 | 0.2 | -3 | 7 | -0.4
CCOc1ccccc1C1C(C(=O)OC)=CN(CCC23CC4CC(CC(C4)C2)C3)C=C1C(=O)OC | -0.1 | 3 | -7 | -0.6
O=C(CSCc1ccc(Cl)cc1Cl)NNC(=O)c1ccccc1 | 0.3 | 6 | 8 | 1.0
CCOC(=O)c1c(NC(=O)c2cccnc2)sc2c1CCC2 | 0.1 | -5 | 0 | 1.0
O=C1NC(=O)C2(CCCc3ccccc32)N1 (stereo not drawn) | 0.1 | 12 | 8 | -0.8
COc1ccc(CNC(=O)COc2ccc(C)c(C)c2)cc1 | 0.0 | 9 | -2 | 0.4
CCC/C(=N\NC(=O)C1CC1)c1ccc(Br)cc1 | 0.1 | -7 | -10 | 1.6
O=C1C(=O)N(c2cccc([N+](=O)[O-])c2)C(c2ccccc2)/C1=C(\O)c1ccccc1 (stereo not drawn) | 0.6 | -2 | -2 | -1.5
CCOc1cc(C2C(C#N)=C(N)Oc3n[nH]c(-c4ccc5ccccc5c4)c32)ccc1O (stereo not drawn) | -0.9 | 7 | 9 | 0.1
COc1ccc(C2C(C(=O)N3CCC(Cc4ccccc4)CC3)c3ccccc3C(=O)N2Cc2ccc(F)cc2)cc1 (stereo not drawn) | -0.1 | 5 | -2 | 0.1
O=C1N/C(=C/c2ccc(C(F)(F)F)cc2)C(=O)N1Cc1ccc(Br)cc1 | 0.0 | -3 | 19 | 1.4
Cc1ccc(NC(=O)c2ccc(Nc3nc(-c4ccccc4)c4cc(Cl)ccc4n3)cc2)cc1 | -0.1 | 2 | -1 | 0.6
CCN1CCN(CCCN(Cc2ccco2)C(=S)Nc2ccc(C)cc2)CC1 | -0.1 | -11 | 3 | 0.8
O=C1c2cccnc2C(=O)N1c1ccc(Br)cc1 | -1.3 | 58* | 7 | -1.7
O=C(Cn1cnc2ccccc2c1=O)NCCC(=O)N1CCOCC1 | 0.0 | -20 | -5 | 0.1
CC(=O)Nc1cc(C(=O)NCCCN2CCCCC2)ccc1Sc1ccc(F)cc1 | -0.3 | -13 | -14 | -0.2
O=C1N[C@@H](Cc2ccc(Cl)cc2)C(=O)N2CCN(C(=O)Oc3ccccc3)C[C@H]12 | 1.0 | 20 | 4 | -0.8
Brc1ccc(-c2ccc(SCc3ccccn3)nn2)cc1 | 0.2 | -3 | -12 | -0.6
CCSCCOC(=O)C1=C(C)NC(=O)NC1c1ccc(F)cc1 (stereo not drawn) | -0.1 | -2 | 6 | 1.0
N#CSc1ccc(Nc2cc(N3CCOCC3)c3nonc3c2[N+](=O)[O-])cc1 | 0.4 | -1 | 10 | -0.2
COc1ccc(OC)c(S(=O)(=O)NCCc2cn3ccsc3n2)c1 | -0.3 | 0 | -5 | -1.1

As a short view, part of the list above:
molecule | FBW7 act | MITF primary | TEAD-YAP block | GPR151 ag
O=C1N[C@H](Cc2ccc(O)cc2)C(=O)N2CCN(C(=O)c3cccs3)C[C@H]12 | 0.1 | 10 | 4 | 2.9
O=C1CC(c2ccccc2C(F)(F)F)c2ccccc2N1 (stereo not drawn) | 0.1 | 17 | -8 | -0.9

Three records drawn at random from those above, as already listed:
molecule | FBW7 act | MITF primary | TEAD-YAP block | GPR151 ag
N#CSc1ccc(Nc2cc(N3CCOCC3)c3nonc3c2[N+](=O)[O-])cc1 | 0.4 | -1 | 10 | -0.2
COc1ccc(OC)c(S(=O)(=O)NCCc2cn3ccsc3n2)c1 | -0.3 | 0 | -5 | -1.1
Brc1ccc(-c2ccc(SCc3ccccn3)nn2)cc1 | 0.2 | -3 | -12 | -0.6
